Compound activity: PubChem, Broad Institute
DENV2 CPE rescue = inhibitors of DENV2 cytopathic effect | CPE inhibition, % at 9.99 µM | DENV2-infected cells, cytopathic effect rescue, plate reader | actives 1.7% (n = 350,000); in the data active means CPE inhibition above about 20%, passing the limit was not always enough; inconclusive means no clear call, values can overlap the other calls; tested in BHK-21 cells;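 further: 0% = median of neutral control wells and 100% = median of positive control wells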
PglD DTNB = PglD (C. jejuni) enzyme inhibition. purified PglD enzyme, DTNB colorimetric CoA detection. inhibition, % at 12.5 µM. actives 0.098% (n = 360,000). AID 602405; in the data active means inhibition above about 16%, passing the limit was not always enough; inconclusive means no clear call, values can overlap the other calls; further: strong numbers were not always called active
SIRT5 block = blocks human SIRT5 desuccinylation of peptide; actives 1.1% (n = 330,000); Q9NXA8; inhibition, % at 15 µM; Purified SirT5, succinyl-peptide AMC, trypsin-coupled fluorescence; in the data active means inhibition above about 15%; inconclusive means no clear call, values can overlap the other calls
Target sequence (Q9NXA8 whole entry, looked up): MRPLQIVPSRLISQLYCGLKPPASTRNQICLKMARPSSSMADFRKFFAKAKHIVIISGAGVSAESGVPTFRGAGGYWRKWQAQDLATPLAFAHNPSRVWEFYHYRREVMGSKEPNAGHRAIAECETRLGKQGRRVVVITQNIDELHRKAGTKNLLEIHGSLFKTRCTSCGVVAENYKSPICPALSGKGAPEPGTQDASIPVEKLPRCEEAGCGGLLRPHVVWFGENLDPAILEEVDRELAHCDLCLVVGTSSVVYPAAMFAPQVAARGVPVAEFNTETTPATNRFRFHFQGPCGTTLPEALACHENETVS
ERp5 block = ERp5 (human) disulfide isomerase inhibition; ERp5 insulin aggregation, absorbance 650 nm, 90 min; actives 0.05% (n = 350,000); Q15084; inhibition, % at 9.99 µM;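 active means mean replicate inhibition above about 25%, with every replicate also reaching it, limit read from the data, passing the limit was not always enough; inconclusive means only one of those two criteria met; inactive means neither criterion met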
S100A4 MyoIIA = S100A4-myosin IIA interaction inhibition; S100A4/TAMRA-MyoIIA peptide fluorescence polarization; AID 652163; P26447; actives 0.14% (n = 360,000); inhibition, % at 10.7 µM;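 active means mean inhibition of at least 70% across replicates, with every replicate also reaching that level; inconclusive means mean inhibition reaches 70% but some replicates fall short; inactive means mean inhibition below 70%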
Target sequence (P26447 whole entry, looked up): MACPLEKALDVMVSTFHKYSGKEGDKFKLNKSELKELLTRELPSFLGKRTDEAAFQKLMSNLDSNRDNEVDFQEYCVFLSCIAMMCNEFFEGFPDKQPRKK
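Test system – S100A4 monomer (human) · Compound – single-point compound testing · Schedule – 5 min incubation before reading · Probe or stimulus – TAMRA-labelled myosin IIA heavy-chain peptide probe, 5 nM · Benchmarks – neutral control DMSO, positive control TFP · Medium – Calcium-containing HEPES buffer, pH 7.2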
E-sel inducer = E-selectin induction on HUVECs. HUVEC E-selectin immunofluorescence imaging; normalized: neutral wells 0, TNF-alpha wells 100. activation, % at 7.58 µM. actives 0.37% (n = 260,000). AID 686992;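 active means mean E-selectin-positive cell signal at least 10% of the positive control, reached in at least 60% of replicates, without over 20% cell loss; inconclusive means no rule given, readout overlaps actives, possibly toxicity-flagged; inactive means the rest, including those meeting only one limit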;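 further: in these data hits start at about 27%; measured in HUVEC primary endothelial cells; signal is the percent of cells scored E-selectin positive by PE staining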
Target sequence (P16581 whole entry, looked up): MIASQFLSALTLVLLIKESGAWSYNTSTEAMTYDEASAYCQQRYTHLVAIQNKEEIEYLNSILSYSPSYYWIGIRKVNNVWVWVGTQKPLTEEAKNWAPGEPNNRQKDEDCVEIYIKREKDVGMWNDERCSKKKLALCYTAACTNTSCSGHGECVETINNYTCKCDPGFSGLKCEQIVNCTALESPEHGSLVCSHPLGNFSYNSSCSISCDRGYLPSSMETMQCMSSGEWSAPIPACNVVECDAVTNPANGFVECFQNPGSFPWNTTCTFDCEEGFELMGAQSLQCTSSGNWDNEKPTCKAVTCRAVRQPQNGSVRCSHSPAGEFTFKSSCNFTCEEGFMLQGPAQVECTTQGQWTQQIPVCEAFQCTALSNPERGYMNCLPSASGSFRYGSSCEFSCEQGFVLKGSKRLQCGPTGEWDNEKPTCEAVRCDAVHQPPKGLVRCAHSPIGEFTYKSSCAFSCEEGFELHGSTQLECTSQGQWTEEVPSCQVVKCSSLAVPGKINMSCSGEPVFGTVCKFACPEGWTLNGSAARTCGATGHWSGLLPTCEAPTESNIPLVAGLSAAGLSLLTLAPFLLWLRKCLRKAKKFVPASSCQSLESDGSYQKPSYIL
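Assay system: HUVEC, human umbilical vein endothelial cells / Amount: 3,000 HUVEC/well / Controls: TNF-alpha positive control, DMSO neutral control / Compound dosing: single concentration / Medium: EGM-2 over gelatin coat / Evaluation: percent E-selectin-positive cells / Signal: immunofluorescence imaging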
Statin myotox sup = suppression of simvastatin myotoxicity. AID 602340. rescue of ATP level, % at 7.49 µM. actives 0.78% (n = 330,000). C2C12 myotubes + simvastatin, ATP luminescence, 48 h; scaled: DMSO 0, geranylgeraniol control 100;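 active means mean ATP rescue above about 67%, or every replicate alone reaching that limit, limit read from the data, passing the limit was not always enough; inconclusive means no clear call, values can overlap the other calls; inactive means mean under the limit and some replicate under it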;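 further: myotubes were challenged with 10 µM simvastatin during compound exposure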
Numbers without * were called inactive; ? = inconclusive; nt = no result given.

item | SMILES | SIRT5 block | DENV2 CPE rescue | S100A4 MyoIIA | E-sel inducer | Statin myotox sup | ERp5 block | PglD DTNB
1 | O=C(NCCn1ccc2ccccc21)c1ccc(S(=O)(=O)N2CCCCC2)cc1 | -3 | 1 | 4 | 0.2 | -3 | 16 | 3
2 | Cc1ccc(C)c(Oc2cc(NC(=O)CCCn3nc(C)c([N+](=O)[O-])c3C)cc([N+](=O)[O-])c2)c1 | nt | 6 | 7 | nt | nt | 3 | nt
3 | O=C(Cn1cc2c(n1)CCCCC2)NCc1ccccn1 | nt | 1 | -3 | nt | 2 | 2 | -4
4 | CC(C)Cc1nnc(NC(=O)CCC(=O)NC2CCCC2)s1 | -3 | -3 | -5 | nt | -3 | -3 | 1
5 | COc1ccc(-n2ncc3c(NCc4cccnc4)ncnc32)cc1 | -3 | 3 | -1 | nt | 3 | 2 | 0
6 | CCc1ccc(S(=O)(=O)Nc2cc3c(cc2C)n(C)c(=O)n3C)cc1 | 0 | -6 | -4 | 3.7 | -65 | 2 | 4
7 | O=C(CN1CCN(c2ccccc2F)CC1)c1ccc(O)cc1O | 1 | 8 | -2 | nt | 8 | 13 | 4
8 | CC(=O)Nc1nnc(SCC(=O)Nc2ccc(N3CCOCC3)c(Cl)c2)s1 | -4 | 1 | -4 | nt | nt | 10 | -1
9 | CN(C(=O)c1cccc(NC(=O)Cc2ccc(NC(=O)C3CCN(C(=O)C4CCC4)CC3)cc2)c1)C1CCCC1 | -7 | 0 | -11 | nt | -1 | 7 | -1
10 | O=C(N/N=C\c1cc(Br)ccc1O)c1ccc(S(=O)(=O)N2CCCCC2)cc1 | -2 | 17 | 1 | nt | nt | 4 | nt
11 | COc1ccc(-c2cc(C(=O)NCc3cccc(C(F)(F)F)c3)[nH]n2)c(C)c1 | 0 | -6 | -3 | 0.6 | 22 | 1 | 3
12 | C[C@H]1CN([C@@H](C)CO)C(=O)c2cccc(NC(=O)Nc3ccccc3)c2O[C@H]1CN(C)Cc1ccc(C(F)(F)F)cc1 | -2 | 4 | 6 | 0.5 | 33 | 0 | -2
13 | CN1C(=O)c2cc(NC(=O)c3ccc(F)c(F)c3)ccc2OC[C@@H]2O[C@H](CC(=O)N3CCOCC3)CC[C@@H]21 | -1 | 8 | -23 | 0.1 | 26 | -3 | 7
14 | COC(=O)C1=C(C)N(C)C(=NCc2ccccc2C(F)(F)F)NC1c1ccc(Cl)cc1 (centres undefined) | -4 | 2 | 1 | -0.1 | nt | 4 | nt
15 | Cc1noc(C)c1NC(=O)Nc1ccc2c(c1)CC(=O)N([C@@H](C)CO)C[C@H](C)[C@H](CN(C)S(=O)(=O)c1cn(C)cn1)O2 | nt | 6 | nt | -0.1 | 13 | nt | -2

Additional records follow.
item | SMILES | SIRT5 block | DENV2 CPE rescue | S100A4 MyoIIA | E-sel inducer | Statin myotox sup | ERp5 block | PglD DTNB
16 | CCCCn1nnnc1C(c1cc2ccccc2o1)N(C)Cc1ccc(Cl)c(Cl)c1 (centres undefined) | -4 | 6 | -14 | 0.1 | nt | 3 | nt
17 | NC(=O)C1CCN(C(=O)C2CCC(=O)N(Cc3ccc(Cl)cc3)C2)CC1 (centres undefined) | -3 | -4 | 2 | 0.0 | 9 | 5 | -2
18 | COc1ccc(S(=O)(=O)Nc2ccc3c(c2)C(=O)N([C@H](C)CO)C[C@@H](C)[C@H](CN(C)Cc2ccncc2)OCCCC[C@H](C)O3)cc1 | 2 | -11 | -7 | 0.0 | nt | -5 | 6
19 | Cc1ccc(S(=O)(=O)N(CC(O)CN2CCOCC2)c2cccc([N+](=O)[O-])c2)cc1 (centres undefined) | -6 | 18 | 14 | nt | 7 | 27* | 0
20 | CCOc1ccc(OCCC(=O)OCC(=O)Nc2ccc3c(c2)OCO3)cc1 | -6 | 12 | -2 | nt | nt | -6 | nt
21 | Cc1ccc2c(Cl)c(C(=O)NCCCN3CCOCC3)sc2c1 | -7 | ? | -1 | 0.0 | 1 | 4 | nt
22 | Cc1cc(Sc2nc(NC(C)C)nc(NC(C)C)n2)nc(Cl)n1 | 2 | -7 | -5 | 7.3 | -4 | -5 | -6
23 | COc1ccc(C(C)=O)cc1CS(=O)(=O)CC(=O)NCCc1c[nH]c2ccccc12 | 0 | -6 | -4 | 0.3 | 20 | 5 | 0
24 | COc1ccc(CN(C)C[C@H]2OCCCC[C@H](C)Oc3ccc(NC(=O)C4CCCCC4)cc3C(=O)N([C@@H](C)CO)C[C@H]2C)cc1 | 7 | 5 | 1 | 0.1 | nt | 3 | 8
25 | CCN(CC(=O)NCc1ccc(F)cc1)C(=O)CCNS(=O)(=O)c1cccc(C)c1 | 0 | -3 | 3 | -0.2 | 13 | 2 | 1
26 | COc1ccc(CNC(=S)Nc2ccc3nc(N4CCN(C)CC4)cc(C)c3c2)cc1 | -8 | 6 | 6 | nt | nt | 0 | -2
27 | NS(=O)(=O)c1ccc(CCNC(=O)c2ccc(Cl)s2)cc1 | 1 | -2 | 0 | 0.8 | nt | 3 | -4
28 | CC(=O)c1ccc(NC(=O)c2ccc3c(c2)C(=O)N(c2ccccn2)C3=O)cc1 | -4 | -5 | 8 | nt | 8 | 2 | 3
29 | C=CCn1c(SCC(=O)NCC(c2ccccc2)N(C)C)nc2sc3c(c2c1=O)CCC3 (centres undefined) | -2 | 4 | -3 | nt | 0 | 3 | 0
30 | Cc1ccc(N(CC(=O)NC2CC2)S(=O)(=O)c2ccccc2)c(C)c1 | -2 | 6 | -5 | -0.1 | nt | 1 | 5

(continued)
item | SMILES | SIRT5 block | DENV2 CPE rescue | S100A4 MyoIIA | E-sel inducer | Statin myotox sup | ERp5 block | PglD DTNB
31 | CCOC(=O)Nc1ccc(OCc2nnc3c4ccccc4c(C)nn23)cc1 | -2 | -4 | 2 | nt | nt | -1 | nt
32 | O=S(=O)(NCCc1ccc(F)cc1)c1cc(C(F)(F)F)ccc1Br | -1 | -5 | -5 | 0.2 | 2 | 2 | -4
33 | Cn1cc(CNCc2ccc(OC(F)(F)F)cc2)c(-c2ccc3c(c2)OCCO3)n1 | -1 | 9 | -10 | nt | -15 | -5 | 4
34 | COc1ccccc1NC(=O)COC(=O)CCc1ccc(S(=O)(=O)N2CCOCC2)cc1 | 0 | 2 | 2 | 2.2 | 9 | 9 | 5
35 | C[C@@H]1CN([C@@H](C)CO)C(=O)c2cc(NS(=O)(=O)c3ccccc3)ccc2O[C@H]1CN(C)C | 3 | 8 | 1 | 0.1 | -27 | 2 | -11
36 | COC(=O)C1=NN(c2ccc(C)cc2)C2C(=O)N(c3ccccc3OC)C(=O)C12 (centres undefined) | 2 | 3 | 2 | 2.3 | -5 | 5 | -6
37 | NC(=O)c1ccc(NCCc2cccs2)cc1 | -3 | 9 | 1 | 0.3 | -4 | -6 | 0
38 | Cc1c(Cl)cccc1NC(=S)N(CCCN1CCOCC1)Cc1cccs1 | nt | nt | nt | -2.4 | -79 | nt | -1
39 | O=C(CSc1nnc(-c2ccc(Cl)cc2)o1)N1CCOCC1 | 0 | 10 | -8 | 1.1 | 6 | -1 | -1
40 | O=C(c1ccc(F)cc1)N1CC(=O)N2[C@H](CO)[C@@H](c3ccc(C4=CCCC4)cc3)[C@@H]2C1 | -1 | 8 | 6 | 0.4 | nt | 1 | nt
41 | COC(=O)CNC(=O)C1CCC(CNS(=O)(=O)c2cccc3nsnc23)CC1 (centres undefined) | 0 | 8 | 0 | nt | -3 | -5 | -2
42 | O=[N+]([O-])c1ccc(O)c(C(C#Cc2ccccc2)N2CCOCC2)c1 (centres undefined) | 1 | -2 | -2 | 0.0 | nt | 2 | nt
43 | Cc1ccc(S(=O)(=O)N(C)C[C@@H]2OCCCC[C@@H](C)Oc3ccc(NC(=O)c4ccncc4)cc3C(=O)N([C@@H](C)CO)C[C@H]2C)cc1 | 7 | -2 | -24 | 0.1 | nt | 3 | 0
44 | CCn1cc(S(=O)(=O)c2cccc(C)c2)c(=O)c2cc(F)c(N3CCN(C)CC3)cc21 | -7 | 1 | 2 | nt | 0 | 5 | -2
45 | O=C(CSc1nnc(C2CC2)n1C1CC1)c1ccccc1F | -4 | 4 | 0 | 0.1 | 20 | -1 | 2

9 of these compounds in a different format:
33: Cn1cc(CNCc2ccc(OC(F)(F)F)cc2)c(-c2ccc3c(c2)OCCO3)n1
34: COc1ccccc1NC(=O)COC(=O)CCc1ccc(S(=O)(=O)N2CCOCC2)cc1
35: C[C@@H]1CN([C@@H](C)CO)C(=O)c2cc(NS(=O)(=O)c3ccccc3)ccc2O[C@H]1CN(C)C
36: COC(=O)C1=NN(c2ccc(C)cc2)C2C(=O)N(c3ccccc3OC)C(=O)C12 (centres undefined)
37: NC(=O)c1ccc(NCCc2cccs2)cc1
38: Cc1c(Cl)cccc1NC(=S)N(CCCN1CCOCC1)Cc1cccs1
39: O=C(CSc1nnc(-c2ccc(Cl)cc2)o1)N1CCOCC1
40: O=C(c1ccc(F)cc1)N1CC(=O)N2[C@H](CO)[C@@H](c3ccc(C4=CCCC4)cc3)[C@@H]2C1
41: COC(=O)CNC(=O)C1CCC(CNS(=O)(=O)c2cccc3nsnc23)CC1 (centres undefined)
assay / compound | 33 | 34 | 35 | 36 | 37 | 38 | 39 | 40 | 41
SIRT5 block | -1 | 0 | 3 | 2 | -3 | nt | 0 | -1 | 0
DENV2 CPE rescue | 9 | 2 | 8 | 3 | 9 | nt | 10 | 8 | 8
S100A4 MyoIIA | -10 | 2 | 1 | 2 | 1 | nt | -8 | 6 | 0
E-sel inducer | nt | 2.2 | 0.1 | 2.3 | 0.3 | -2.4 | 1.1 | 0.4 | nt
Statin myotox sup | -15 | 9 | -27 | -5 | -4 | -79 | 6 | nt | -3
ERp5 block | -5 | 9 | 2 | 5 | -6 | nt | -1 | 1 | -5
PglD DTNB | 4 | 5 | -11 | -6 | 0 | -1 | -1 | nt | -2

The list continues.
item | SMILES | SIRT5 block | DENV2 CPE rescue | S100A4 MyoIIA | E-sel inducer | Statin myotox sup | ERp5 block | PglD DTNB
46 | CCc1cc(C(=O)c2ccccc2)c(N)s1 | -6 | 0 | -1 | 0.1 | -7 | 1 | -1
47 | CCOC(=O)c1sc(-c2cccc(C(F)(F)F)c2)nc1O | -11 | 0 | -15 | nt | nt | 5 | nt
48 | COc1ccc(NC(=O)NC2(C(=O)N3CCN(C)CC3)CCCCC2)cc1 | 0 | 5 | -3 | -0.2 | 6 | 2 | -3
49 | CCc1cc(=O)oc2cc(OC(C)C(=O)NCc3ccccn3)ccc12 (centres undefined) | 1 | 18 | -1 | nt | -19 | nt | -2
50 | Cc1onc(-c2ccccc2)c1C(=O)N/N=C/c1ccccc1OC(C)C | 4 | 11 | 0 | -0.2 | -12 | -5 | -3
51 | O=C1NC(Cc2ccccc2)c2nc3ccc(Cl)cc3c(=O)n2-c2ccccc21 (centres undefined) | 0 | 68* | -2 | 0.0 | nt | -4 | nt
52 | COc1ccc2c3c(n(C)c2c1)[C@@H](CO)N(S(=O)(=O)c1ccc(C)cc1)CC31CCN(C)CC1 | -1 | 11 | -10 | 0.1 | nt | -2 | nt
53 | COc1ccccc1N1CCN(C(=O)/C=C/c2cccc([N+](=O)[O-])c2)CC1 | -2 | 6 | -2 | 0.0 | nt | 3 | nt
54 | COc1ccccc1NC(=O)CCCc1nnc2n(C)c(=O)c3sccc3n12 | 1 | 5 | -5 | nt | -11 | 0 | -1
55 | Nc1nc2c(ncn2[C@@H]2O[C@H](CNCc3ccc(Oc4cc(-n5cccn5)ncn4)cc3)[C@@H](O)[C@H]2O)c(=O)[nH]1 | -3 | 15 | -2 | nt | -9 | -12 | 0
56 | COCCNC(=O)C1(C)CCN(C(=O)c2ccc(F)c(C)c2)C1 (centres undefined) | 0 | -11 | 1 | nt | 10 | 1 | 0

Not all compounds are listed; the hit share may differ from the screen's.
